Compound activity: PubChem, National Center for Advancing Translational Sciences (NCATS)
SW480 rereplic: inducers of DNA re-replication in SW480 colon cancer cells | 340,000 compounds, 1.8% hits | SW480 DNA re-replication, Hoechst DNA content imaging, 48 h | AID 624297 | Potency, µM (titrated, usually from 46.1 µM), without a hit: top-dose re-replication activation, actives largely listed as activators; note: potency is the fitted concentration of half-maximal effect; % of control where 0% means no effect; nearly all actives have a fitted effect of over 55% in size
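Per well, 250 cells were exposed to pinned compound for 48 hr. Nuclear DNA was visualised with Hoechst (40 min, 37 C) and total object intensity recorded by fluorescence scanning.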
MCF10A rereplic: induces DNA re-replication in MCF 10a normal breast cells; 350,000 compounds, 2.9% hits; AID 624296; Potency, µM (series often up to 46.1 µM), for the others: top-dose activity, positive = re-replication, usual class: activators; MCF 10A DNA re-replication, Hoechst nuclear intensity, 48 h; note: potency is the fitted concentration of half-maximal effect; % of control where 0% means no effect; nearly all actives have a fitted effect of over 50% in size
KB-3-1 tox: kills parental KB-3-1 adenocarcinoma cells | KB-3-1 viability, CellTiter-Glo ATP luminescence, 72 h | Potency, µM (highest dose often 46.1 µM), for inactives: top-dose activity change, negative = cytotoxic, usual class: cytotoxic | 400,000 compounds, 1.4% hits | AID 1347075; note: potency is the fitted concentration of half-maximal effect; % is set by controls: 0 for no effect and ±100 for the full control effect; nearly all actives have a fitted effect of over 60% in size
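Multi-concentration cytotoxicity screen in KB-3-1 cells grown in DMEM lacking phenol red with 10% FBS. After 72 h at 37 °C with compound, ATP-dependent luminescence was recorded.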
GLP1R cytotox: cytotoxicity in counter-screen for GLP-1R inverse agonists | HEK293 cAMP-luciferase reporter cells, luminescence, 24 h | Potency, µM (titrated, usually from 38.3 µM), without a hit: top-dose activity change, negative = inhibition, hits mostly inhibitors | 410,000 compounds, 0.13% hits;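 note: loss of luciferase light is scored as toxicity; potency is the fitted concentration of half-maximal effect; % is set by controls: 0 for no effect and ±100 for the full control effect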
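Quantitative HTS format, 1536 wells, 200 cells/uL seeded. Compounds: 23 nL, 24 h, 37 °C. Detection: luciferase reagent, luminescence at 12 min RT; decreased signal taken as cytotoxic.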
HT1080-NT tox: kills 2HG-producing HT-1080-NT fibrosarcoma cells; HT-1080-NT fibrosarcoma viability, CellTiter-Glo ATP luminescence, 48 h; Potency, µM (doses to about 46.1 µM), for the others: at the top dose activity, negative = less viability, hits mostly cytotoxic; 360,000 compounds, 1.6% hits; AID 686970;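 note: NT is the 2HG producing partner of a matched IDH1 knockdown line; potency is the fitted concentration of half-maximal effect; 0% = DMSO-treated cells and -100% = media-only wells without cells; nearly all actives have a fitted effect of over 55% in size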
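A 48-hour cytotoxicity screen used HT-1080-NT cells plated 2 hours before compound delivery. ATP-based CellTiter-Glo luminescence measured viability, normalized to DMSO and no-cell controls.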
IL1B secr inh: inhibitors of inflammasome signaling (IL-1 beta secretion); activity change, % at 57.5 µM; AID 743279; 360,000 compounds, 4.7% hits; THP-1 LPS/ATP IL-1B secretion, AlphaLISA, 16 h; stronger effect = lower value; in the data active = activity change below about -50%; inconclusive = mostly about -30% to -49%; note: % is set by controls: 0 for no effect and ±100 for the full control effect
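THP-1 cells pretreated 1 hr with compounds (up to 57.5 uM final), then stimulated with LPS (250 ng/mL final) plus ATP (1.25 mM final); secreted IL-1B measured by AlphaLISA after 16 hr, decreased signal indicating inhibition.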
HT1080 IDH1KD tx: HT-1080 IDH1 knockdown cell toxicity (counter line). Potency, µM (doses to about 46.1 µM), inactives show at the highest dose activity, negative = toxicity, usual class: cytotoxic. HT-1080 IDH1 knockdown viability, ATP luminescence, 48 h. AID 686971. 360,000 compounds, 2% hits;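 note: potency is the fitted concentration of half-maximal effect; 0% = DMSO wells and -100% = cell-free medium wells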
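Assay cells: HT-1080 with IDH1 knockdown, 750 per well, RPMI/5% FBS. Exposure: 48 h at 37 °C following 2 h pre-incubation. Read: CellTiter-Glo luminescence; fitted concentration-response, curve class assigned.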
KB-V1 cytotox: kills drug-selected multidrug resistant KB-V1 cells; KB-V1 MDR cells viability, CellTiter-Glo, 72 h; Potency, µM (doses to about 46.1 µM), inactives show at the top dose activity change, negative = cytotoxicity, most hits filed as cytotoxic; 400,000 compounds, 3.4% hits; AID 1347076; note: potency is the fitted concentration of half-maximal effect; % is set by controls: 0 for no effect and ±100 for the full control effect; nearly all actives have a fitted effect of over 60% in size
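Following 72 h at 37 degrees C with compound, KB-V1 cell viability was read by CellTiter-Glo luminescence, medium being phenol-red-free DMEM plus 10% FBS; concentration-response parameters came from normalized, curve-fitted qHTS data.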
DRD3 agonist: activates the human D3 dopamine receptor; P35462; D3R DiscoveRx beta-arrestin cells, luminescence, 90 min; max activation, %; 410,000 compounds, 0.58% hits; in the data active = max activation above about 30%; note: 0% is about no effect; mostly tested at two doses, the higher about 12 µM
Target sequence (P35462 whole entry, looked up): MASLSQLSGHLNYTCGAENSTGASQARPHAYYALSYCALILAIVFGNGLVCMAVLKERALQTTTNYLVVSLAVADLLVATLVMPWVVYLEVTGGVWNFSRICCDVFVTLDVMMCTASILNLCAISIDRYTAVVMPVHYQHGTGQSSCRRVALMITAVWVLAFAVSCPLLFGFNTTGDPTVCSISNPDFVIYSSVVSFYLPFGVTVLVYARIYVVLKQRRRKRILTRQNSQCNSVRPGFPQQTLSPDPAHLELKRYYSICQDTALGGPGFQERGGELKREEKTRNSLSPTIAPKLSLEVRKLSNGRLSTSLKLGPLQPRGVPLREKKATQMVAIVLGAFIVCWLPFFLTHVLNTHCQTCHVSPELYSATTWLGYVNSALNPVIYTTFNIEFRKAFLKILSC
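Agonist-mode cell screen: cells plated at 1500/well and incubated overnight at 37 °C, then exposed to library compounds for 90 min at 37 °C. Detection reagent was added for 30–60 min at room temperature, and luminescence was read.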
The depositor's hits bear a star; i = inactive; ? = inconclusive; · = no result given; & = joins results of further samples; [ ] = remark or other dose. Unless noted, calls come from the whole dose curve; as a rule, active = well fitted curve in the direction sought with a large enough effect; inconclusive = small, poorly fitted or top-dose-only effect, or another doubt; inactive = no such curve, though single readings can be large; an effect the other way counts as inactive or inconclusive.

SMILES	SW480 rereplic	MCF10A rereplic	KB-3-1 tox	GLP1R cytotox	HT1080-NT tox	IL1B secr inh	HT1080 IDH1KD tx	KB-V1 cytotox	DRD3 agonist
CC1CCC2(CC1)NC(=O)N(CC(=O)NC1CCCCC1C)C2=O (stereo not given)	1.4%	3.3%	·	-3.4%	1.1%	-10.4	-0.1%	·	-10.8
COc1ccc(N2CC(C(=O)Nc3ccc4c(c3)OCCO4)CC2=O)cc1 (stereo not given)	?	1.0%	3.6%	-16.5%	20.9%	-7.5	-5.5%	11.7%	19.7
O=C(CNCC1CCCCC1)Nc1ccc(OC(F)(F)F)cc1	11.8%	?	-6.1%	1.3%	-7.6%	-101.3*	-0.9%	-14.8%	-14.7
NC(=S)N=Nc1c(O)[nH]c2ccccc12	0.5%	-26.9%	5.5%	-0.2%[1.53 µM]	-1.6%	-9.7	-0.2%	-2.8%	-3.0
COc1ccc(-c2cc(-c3ccc(C)cc3)n[nH]2)c(O)c1	?	26.2%	-4.2%	-18.9%	3.5%	5.7	?	-2.2%	-1.1
Cc1ccc2nc(-c3ccc(NC(=O)c4cccnc4)cc3)oc2c1	0.0%	?	1.5%	?	-2.8%	22.2	7.2%	?	12.5
COc1ccc(OCCN2CCN(C3CC(=O)N(CCC(C)C)C3=O)CC2)cc1 (stereo not given)	-7.7%	26.9%	?	2.5%	4.5%	29.2	-1.8%	?	-9.7
COc1cccc(C(=O)Nc2ccc(C(F)(F)F)n(C)c2=O)c1	0.9%	5.9%	-13.0%	0.0%	0.0%	36.4	0.7%	?	14.9
COc1ccccc1N(C)S(=O)(=O)c1ccc(C(=O)N2CCCC(C(F)(F)F)C2)cc1 (stereo not given)	4.61µM*	7.8%	-13.6%	-6.0%	-12.8%	12.4	-0.4%	-13.2%	-7.9
Cc1ccc(N2CCN(c3ccc(C)cc3)C2c2ccccn2)cc1	-7.2%	-12.4%	1.6%	13.9%	-6.0%	-6.9	-17.6%	-13.6%	2.5
CCN1CCCC1CNC(=O)C(=O)NC(C)C (stereo not given)	0.1%	1.5%	1.7%	3.8%	17.2%	16.6	5.2%	2.4%	2.3
Cc1cccc(NC(=O)c2cccnc2)c1	-4.5%	9.0%	7.9%	0.4%	?	3.5	12.8%	20.8%	-13.1
O=C(Cc1cccs1)NCc1cccc(CNC(=O)Cc2cccs2)c1	-2.1%	-0.7%	9.5%	1.9%	-0.3%	-8.6	-1.3%	19.5%	4.0
O=C(COC(=O)c1ccc(Cl)c(S(=O)(=O)N2CCCC2)c1)NCc1ccccc1	-1.2%	?	16.6%	1.5%	0.9%	18.6	0.5%	-6.7%	0.2
O=C(NC1=NCCS1)c1cccc(S(=O)(=O)N2CCc3ccccc32)c1	?	-3.7%[9.22 µM]	-18.6%	-10.3%	-13.5%	53.2	-17.3%	?	5.6
Cc1ccc(C(=O)N2CCCC(N3CCN(c4ccccc4F)CC3)C2)s1 (stereo not given)	-1.5%	0.4%	17.3%	-10.9%	2.4%	i	-9.2%	-26.9%	-7.3
Cc1c(C(=O)N2CCCC2)c(S(=O)(=O)Nc2cccc(Br)c2)c(C)n1C	-3.0%	-2.7%	-3.2%	-0.7%	-1.3%	?	-1.1%	-16.6%	3.8
CSc1ccc(-c2nc(CSCC(=O)NC3CC3)c(C)o2)cc1	11.4%	1.5%	-7.2%	-6.5%	-0.4%	-9.9	-6.4%	0.0%	-13.5
CSc1c[n+]2c(n1C)CCC2	-3.6%	12.3%	1.9%	0.8%	9.2%	11.6	2.6%	-0.9%	11.2
CCCNC(=O)Cn1cnc([N+](=O)[O-])n1	-3.9%	-3.5%	21.2%	-6.8%	13.1%	-1.2	-1.8%	20.4%	-7.3
CC(=O)Nc1cccc(Oc2nc(C)cc(C)c2C#N)c1	-12.4%	3.6%	-3.6%	-0.7%	-3.6%	-12.0	1.6%	-6.2%	0.9
Cc1ccc(CC(=O)N2CCOCC2)cc1	4.3%	0.2%	-6.5%	20.7%	-1.9%	57.2	1.5%	8.5%	0.6
COc1ccc(OC)c(CNS(=O)(=O)c2ccc3c(c2)CCCN3C(C)=O)c1	·	·	1.4%	0.7%	·	·	·	-1.5%	5.0
O=C(Nc1ccccc1Cl)NC1CCCCCCC1	-2.5%	8.0%	0.0%	4.0%	16.7%	-15.1	-0.7%	-0.7%	1.8
CCOC1OC(=O)C(Cl)=C1Nc1ccccc1C (stereo not given)	-4.3%	-3.7%	0.1%	14.2%	4.4%	-8.7	-0.5%	12.8%	-3.5
CCOC(=O)c1sc(N2C(=O)c3oc4ccc(C)cc4c(=O)c3C2c2ccccc2F)nc1C (stereo not given)	·	·	2.0%	14.5%	·	·	·	?	-10.7
Cc1ccc(Br)cc1S(=O)(=O)N1CCN(c2ccccc2)CC1	8.8%	-2.1%	-17.6%	3.2%	-7.6%	2.1	-1.3%	-22.9%	-8.5
CC(=O)N1c2ccc(S(=O)(=O)N(C)CC(=O)NC3CCCCC3C)cc2CC1C (stereo not given)	23.9%	6.8%	?	-1.4%	-2.2%	12.2	0.1%	-11.4%	-15.3
Cc1cc(-c2ccc(C)c(S(=O)(=O)NC3CCCCC3)c2)on1	·	·	-23.8%	-2.7%	·	·	·	?	8.3
CC/C=C\C/C=C\C/C=C\CCCCCCCC(=O)O	4.8%&-5.0%	?	0.0%	-4.5%	11.5%	-8.8	-2.0%	22.5%	17.7&7.9

4 records drawn at random from those above, as already listed:
SMILES	SW480 rereplic	MCF10A rereplic	KB-3-1 tox	GLP1R cytotox	HT1080-NT tox	IL1B secr inh	HT1080 IDH1KD tx	KB-V1 cytotox	DRD3 agonist
CCCNC(=O)Cn1cnc([N+](=O)[O-])n1	-3.9%	-3.5%	21.2%	-6.8%	13.1%	-1.2	-1.8%	20.4%	-7.3
CC/C=C\C/C=C\C/C=C\CCCCCCCC(=O)O	4.8%&-5.0%	?	0.0%	-4.5%	11.5%	-8.8	-2.0%	22.5%	17.7&7.9
CCOC(=O)c1sc(N2C(=O)c3oc4ccc(C)cc4c(=O)c3C2c2ccccc2F)nc1C (stereo not given)	·	·	2.0%	14.5%	·	·	·	?	-10.7
CC(=O)N1c2ccc(S(=O)(=O)N(C)CC(=O)NC3CCCCC3C)cc2CC1C (stereo not given)	23.9%	6.8%	?	-1.4%	-2.2%	12.2	0.1%	-11.4%	-15.3

Next part
SMILES	SW480 rereplic	MCF10A rereplic	KB-3-1 tox	GLP1R cytotox	HT1080-NT tox	IL1B secr inh	HT1080 IDH1KD tx	KB-V1 cytotox	DRD3 agonist
Cc1ccc(S(=O)(=O)NCN2C(=O)c3ccccc3C2=O)cc1	·	·	15.8%	-0.9%	25.0%	0.0	1.6%	8.2%	2.1
O=C(Nc1ccc(C(=O)N2CCN(c3ccc(F)cc3)CC2)cc1)c1nsc2ccccc12	·	·	13.7%	1.6%	·	·	·	-2.2%	8.6
O=C(Nc1nnc(CSCc2ccc(F)cc2)s1)c1ccc([N+](=O)[O-])cc1	-9.6%	5.3%	-7.1%	8.2%	0.0%	19.6	2.0%	9.6%	18.1
COc1ccc(NC(=O)c2oc3ccccc3c2NC(=O)c2cc(=O)c3c(C)cc(C)cc3o2)cc1	·	·	1.4%	2.8%	·	·	·	16.5%	3.5
CCN(CC)C(=S)SCC(=O)Nc1ncc2c(n1)CCCC2=O	-10.3%	-2.9%	7.9%	1.4%	9.4%	7.8	14.8%	12.2%	-5.4
CC1=C(C(=O)N(C)C)CC(CC(=O)NCc2cccc3ccccc23)C(=O)N1Cc1ccc(C(C)(C)C)cc1 (stereo not given)	·	·	-0.4%	4.3%	?	-21.6	?	-20.9%	5.6
Cc1nc2ccc(NC(=O)c3cc(S(=O)(=O)N(C)c4ccccc4)ccc3Cl)cc2s1	-1.1%	13.4%	?	-0.7%	?	28.9	-21.3%	?	21.7
O=C(Nc1cc(C(F)(F)F)ccc1N1CCCC1)c1cccnc1	?	94.9%[0.0737 µM]	-5.1%	1.1%	0.7%	-2.9	-11.1%	0.0%	3.4
COc1ccccc1-c1nc(S(=O)(=O)c2ccc(Cl)cc2)c(N2CCCCCC2)o1	·	·	1.6%	6.9%	·	·	·	0.0%	-8.9
COc1ccc(-c2cc(C(=O)Nc3nc4ccccc4s3)c3ccccc3n2)cc1OC	?	2.91µM*	0.0%	26.3%	-21.3%	-14.5	-26.0%	-2.6%	-17.6
COc1cc(C(c2c(C)[nH][nH]c2=O)c2c(C)[nH][nH]c2=O)ccc1OC(C)C	?	?	16.0%	-21.9%	0.9%	-70.4*	2.6%	0.3%	0.5
O=C(COC(=O)c1n[nH]c2ccccc12)Nc1ccc(Cl)cc1[N+](=O)[O-]	?	?	-1.0%	-25.0%	-9.5%	17.9	-2.8%	2.5%	16.4
Cc1cc(C)nc(Sc2ccc3nnc(C(F)(F)C(F)(F)C(F)(F)F)n3n2)n1	14.6µM*	?	0.1%	4.6%	-16.7%	?	-12.4%	-11.7%	1.0
CCn1cc(CNC(=O)c2ccc(OC3CCN(Cc4ccccn4)CC3)cc2)cn1	-3.6%	-1.2%	-25.1%	157.9%[activator]	-10.3%	49.4	-12.7%	-8.1%	-3.9
O=S(=O)(Nc1ccccn1)c1cccc(S(=O)(=O)c2ccc(Br)cc2)c1	-29.1%	-40.4%[inhibitor]	-1.5%	4.1%	-0.2%	20.4	-13.1%	-24.2%	5.2
COc1cccc(NC(=S)NC(C)c2ccc(OC)c(OC)c2)c1 (stereo not given)	-5.9%	3.2%	-1.3%	-4.7%	-3.3%	0.0	-9.0%	-25.5%	-5.6
COc1ccc(OC)c(NC(=O)CCOc2cccc(C)c2)c1	?	-0.7%	-12.1%	4.4%	?	0.8	?	?	-4.2
